VLA-4 inh: inhibition in a human VLA-4 binding assay; P13612; VLA-4 expressing cells, ligand binding flow cytometry; inhibition, % (about 7 µM as worked out from the volumes in the protocol); hit rate 0.2% among 330,000; in the data active = inhibition above about 50%
GRK2 inh: inhibitors of human GRK2 displacing RNA aptamer | P25098 | bead flow cytometry, FAM-aptamer displacement from GRK2 | inhibition of aptamer binding, % at 10 µM | hit rate 0.59% among 330,000 | AID 488847;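 active = inhibition of aptamer binding above 40%, roughly 3 SD of noise, on plates passing a quality check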;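 also: median bead fluorescence of bound FAM aptamer so fluorescent compounds give negative values; no value below 0 was filed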
JMJD2C inh: inhibitors of human GASC-1 (JMJD2C) demethylase; GST-JMJD2C(1-420) H3K9me3 demethylation, DELFIA europium; inhibition, % at 2.35 µM; hit rate 0.069% among 330,000; AID 2099;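 active = more than half of a compound's replicate wells show inhibition beyond 50%, single wells judged on their own value; inconclusive = some, but no more than half, of replicates pass 50% inhibition; inactive = no replicate passes 50% inhibition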;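 also: signal counts dimethyl H3K9 product captured on neutravidin plate; 0% = median of DMSO wells and 100% = 0.3 times that DMSO median; strong numbers were not always called active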
Target sequence (Q9H3R0 1-420 limits assumed): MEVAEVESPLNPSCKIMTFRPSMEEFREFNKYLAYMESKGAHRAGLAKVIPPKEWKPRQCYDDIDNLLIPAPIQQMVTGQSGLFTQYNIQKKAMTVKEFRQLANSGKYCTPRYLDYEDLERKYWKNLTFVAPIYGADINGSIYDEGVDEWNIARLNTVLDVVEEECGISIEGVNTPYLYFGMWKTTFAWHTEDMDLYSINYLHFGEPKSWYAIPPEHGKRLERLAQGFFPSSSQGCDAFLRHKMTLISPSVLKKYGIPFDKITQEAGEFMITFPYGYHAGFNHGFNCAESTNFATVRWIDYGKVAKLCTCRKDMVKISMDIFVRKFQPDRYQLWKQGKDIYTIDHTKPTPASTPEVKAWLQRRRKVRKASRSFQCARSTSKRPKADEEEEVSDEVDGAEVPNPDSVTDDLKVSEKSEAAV
* hit, by the source's call; ? = inconclusive; . = no result given.

SMILES	VLA-4 inh	GRK2 inh	JMJD2C inh
CCOc1ccc(NC(=O)c2c(O)[nH]c(=O)[nH]c2=O)cc1	.	.	18.4
COc1ccc(CN2CCN(C(=O)COc3cccc(C)c3)CC2)c(OC)c1	.	.	-39.8
COc1cc2[nH]c(=O)n(-c3ccc(C)cc3)c(=O)c2cc1OC	.	.	-3.3
CCOC(=O)C1=C(NC(=S)NC(=O)c2ccccc2)c2ccccc2CC12CCCC2	.	.	-1.7
CCn1nc(/C=C/c2ccccc2)nc2c(=O)n(C)c(=O)nc1-2	.	.	10.2
COc1cc(/C=C2\C(=O)NC(=O)N(c3ccccc3)C2=O)c([N+](=O)[O-])cc1OC	.	.	?
O=[N+]([O-])c1ccc(N2CCNCC2)c2ncccc12	.	.	8.7
COc1ccc(-c2cc(=NCCCCCC(=O)O)c3cc(C)ccc3o2)cc1	.	.	128.6
CC1=C(C/C(C)=C/c2ccccc2)/C(=C/CO)[C@H](O)[C@](C)(O)C12CC2	.	.	2.9
COc1ccc(-c2n(-c3ccccn3)c3ccccc3[n+]2-c2ccccn2)cc1	.	.	0.3
COc1cccc(OCc2cc(C(=O)N3C[C@H]4C[C@@H](C3)c3cccc(=O)n3C4)no2)c1	.	.	-4.0
CC(=O)c1cn(Cc2ccccc2F)c2ccccc12	.	.	-6.4
Cn1cccc1/C=C1\C(=O)NC(=O)N(CCC2=CCCCC2)C1=O	.	.	-2.6
COc1ccc(-n2c(Cc3cccc([N+](=O)[O-])c3)nc3ccccc3c2=O)cc1	-27.1	0.0	1.5
Cc1ccc(C2=NC(C)(C)N3C2C3c2ccc([N+](=O)[O-])cc2)cc1 (stereo not given)	4.5	0.0	6.7

Of the compounds above, 3 have four or more nitrogen atoms:
SMILES	VLA-4 inh	GRK2 inh	JMJD2C inh
CCn1nc(/C=C/c2ccccc2)nc2c(=O)n(C)c(=O)nc1-2	.	.	10.2
O=[N+]([O-])c1ccc(N2CCNCC2)c2ncccc12	.	.	8.7
COc1ccc(-c2n(-c3ccccn3)c3ccccc3[n+]2-c2ccccn2)cc1	.	.	0.3

Five entries from above in another layout:
SMILES | VLA-4 inh | GRK2 inh | JMJD2C inh
COc1cccc(OCc2cc(C(=O)N3C[C@H]4C[C@@H](C3)c3cccc(=O)n3C4)no2)c1 | . | . | -4.0
Cn1cccc1/C=C1\C(=O)NC(=O)N(CCC2=CCCCC2)C1=O | . | . | -2.6
CC(=O)c1cn(Cc2ccccc2F)c2ccccc12 | . | . | -6.4
COc1ccc(-n2c(Cc3cccc([N+](=O)[O-])c3)nc3ccccc3c2=O)cc1 | -27.1 | 0.0 | 1.5
COc1ccc(CN2CCN(C(=O)COc3cccc(C)c3)CC2)c(OC)c1 | . | . | -39.8

Assay outcomes deposited in PubChem by several laboratories.

The list is partial, so the mix of outcomes need not match the whole.
